Screening results (PubChem)
Hsp70 act: transcriptional activators of Hsp70 | HeLa Hsp70 promoter luciferase reporter, luminescence; scaled: vehicle 0, proteasome-inhibitor control 100% | activation, % at 10 µM | actives 0.04% (n = 200,000) | AID 1203;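 active = activation above the mean across all tested compounds plus 3 SD, cutoff set per campaign, cut at about 5.5% in these data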;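 note: 100% = MG132 at 30 µM as the positive control and 0% = DMSO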
Diaphorase inh: counter-screen for diaphorase-based assays: diaphorase inhibitors and chemical oxidizers; actives 0.69% (n = 190,000); diaphorase resazurin-to-resorufin fluorescence, NADH, 16 min; bacterial (C. kluyveri) enzyme, not human; inhibition, % at 20 µM; AID 1217;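 active = primary screen inhibition at 20 µM above a set limit, cut at about 50% in these data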;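 note: plate controls were DMSO with full reaction for no effect and wells lacking NADH for full effect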
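Test system: bacterial diaphorase enzyme (C. kluyveri); Quantity: 0.14 U/mL diaphorase, enzyme working solution; Times: reaction incubation of 16 min at room temperature; Measured by: fluorescence of resorufin formed from resazurin, Ex 544/Em 590 nm; Benchmarks: positive control minus NADH, DMSO neutral control.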
G6PDH counter: L. mesenteroides G6PDH inhibition counter-screen. Purified L. mesenteroides G6PDH, diaphorase/resazurin coupled fluorescence, 45 min. AID 1020. inhibition, % at 5 µM. actives 0.12% (n = 200,000); in the data active = inhibition above about 50%
STAT1 inh: STAT1 signaling inhibition; NIH 3T3 STAT1-luciferase reporter, IFN-gamma, luminescence; inhibition, % at 5.5 µM; actives 0.35% (n = 200,000); AID 920;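 active = inhibition above a set limit, the mean inhibition across all tested compounds plus 3 SD, cut at about 34% in these data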;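 note: 0% = IFN-gamma with DMSO and 100% = IFN-gamma with 300 µM nifuroxazide; values of inactives mirror those of a sister screen read the other way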
TLR4-MyD88 BLA: blocks binding of human TLR4 to MyD88 | O00206+Q99836 | HeLa CL3-4 TLR4/MyD88 BLA complementation, FRET ratio | inhibition, % at 8.4 µM | actives 0.18% (n = 200,000) | AID 861; in the data active = inhibition above about 25%;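 note: 0% = vehicle and 100% = reference inhibitor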
Target sequence (O00206 whole entry, looked up): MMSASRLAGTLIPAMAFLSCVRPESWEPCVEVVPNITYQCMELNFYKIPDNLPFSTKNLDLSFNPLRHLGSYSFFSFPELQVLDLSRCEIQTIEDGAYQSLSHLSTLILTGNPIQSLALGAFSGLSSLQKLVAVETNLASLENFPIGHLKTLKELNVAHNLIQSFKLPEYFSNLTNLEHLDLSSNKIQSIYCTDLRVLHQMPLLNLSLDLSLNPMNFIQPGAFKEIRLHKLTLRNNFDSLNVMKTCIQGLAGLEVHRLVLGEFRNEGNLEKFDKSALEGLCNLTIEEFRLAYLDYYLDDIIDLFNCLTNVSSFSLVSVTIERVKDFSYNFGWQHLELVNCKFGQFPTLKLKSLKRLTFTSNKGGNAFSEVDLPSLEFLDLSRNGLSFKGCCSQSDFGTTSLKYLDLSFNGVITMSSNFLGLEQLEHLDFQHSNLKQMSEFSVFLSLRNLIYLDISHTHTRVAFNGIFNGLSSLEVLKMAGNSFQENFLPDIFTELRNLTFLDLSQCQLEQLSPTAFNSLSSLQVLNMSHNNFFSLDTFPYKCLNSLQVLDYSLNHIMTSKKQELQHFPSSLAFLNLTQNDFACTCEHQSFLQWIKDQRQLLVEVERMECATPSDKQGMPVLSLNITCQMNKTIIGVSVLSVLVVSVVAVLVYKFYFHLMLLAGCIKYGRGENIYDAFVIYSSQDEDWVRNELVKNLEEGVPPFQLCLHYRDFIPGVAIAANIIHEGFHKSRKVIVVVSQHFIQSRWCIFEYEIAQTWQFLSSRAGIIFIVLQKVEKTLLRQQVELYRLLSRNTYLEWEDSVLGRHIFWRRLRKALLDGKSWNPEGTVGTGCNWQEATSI
Target sequence (Q99836 whole entry, looked up): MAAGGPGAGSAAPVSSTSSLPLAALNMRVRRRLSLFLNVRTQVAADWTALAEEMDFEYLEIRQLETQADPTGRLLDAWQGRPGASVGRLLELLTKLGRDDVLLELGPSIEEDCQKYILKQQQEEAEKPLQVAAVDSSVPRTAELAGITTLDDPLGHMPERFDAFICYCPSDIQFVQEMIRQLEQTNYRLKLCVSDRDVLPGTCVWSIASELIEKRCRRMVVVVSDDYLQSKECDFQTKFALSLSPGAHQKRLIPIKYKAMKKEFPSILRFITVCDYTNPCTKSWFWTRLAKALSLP
STAT1 act: activators of IFN-gamma induced STAT1 signaling; activation (% of control), % at 5.5 µM; actives 2.6% (n = 200,000); NIH 3T3 STAT1-luciferase reporter, luminescence; 100% = IFN-gamma alone, no compound;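 active = activation above the screen-wide mean activation plus 3 SD, cut at about 130% in these data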;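 note: raw ratio to IFN-gamma control signal so 100% means no change and 0% no light; values of inactives mirror those of a sister screen read the other way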
STAT3 inh: STAT3 signaling inhibition; U3A cells, IL-6 STAT3-luciferase reporter, luminescence; host cell line lacks STAT1; inhibition, % at 5.5 µM; actives 0.89% (n = 190,000); AID 862;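 active = inhibition above the mean inhibition across all screened compounds plus 3 SD, cut at about 44% in these data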;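 note: 0% = DMSO only wells and 100% = 100 µM nifuroxazide control wells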
APP transl inh: APP translation inhibition | SH-SY5Y APP 5'UTR-luciferase reporter, luminescence | inhibition, % at 2 µM | actives 0.82% (n = 190,000) | AID 1285;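 active = inhibition above a set limit, derived from the sample mean plus 3 SD, cut at about 45% in these data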; note: values of inactives mirror those of a sister screen read the other way
Diaph act CS: diaphorase activation or chemical reduction counter-screen | Diaphorase/resazurin coupled assay, resorufin fluorescence, 16 min; hits give high values; 1 = vehicle wells, 0 = NADH-free wells | activation factor at 20 µM | actives 0.005% (n = 190,000) | AID 1229;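 active = diaphorase activity raised at least twofold by the compound at 20 µM; inactive = activation factor below 2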
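Test system: Clostridium kluyveri diaphorase, purified enzyme. Buffer or medium: 50 mM HEPES pH 7.4 buffer plus MgCl2 and Tween 20. Also added: 0.114 mM NADH and 0.1 mM resazurin, final amounts. Dosing: compound 20 µM once, DMSO 1%. Schedule: 16 min enzyme reaction, ambient temperature. Detection: fluorescence of resorufin, 544 nm excitation, 590 nm emission.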
STAT3 activator: increases IL-6 driven STAT3 reporter signal. U3A cells, IL-6 STAT3-luciferase reporter, luminescence; 100% = signal with IL-6 EC80 alone. activation (% of control), % at 5.6 µM. actives 0.91% (n = 190,000). AID 871;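 active = activation above the screen-wide mean of compound activation plus 3 SD, cut at about 130% in these data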;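 note: 0% = background luminescence of wells with medium and substrate only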
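Material: human U3A cells carrying STAT3-luciferase construct. Measured by: reporter luminescence signal. Timing: compound 1 h, then IL-6 6 h at 37 °C.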
The depositor's hits bear a star; · = no result given.

SMILES	Hsp70 act	Diaphorase inh	G6PDH counter	STAT1 inh	TLR4-MyD88 BLA	STAT1 act	STAT3 inh	APP transl inh	Diaph act CS	STAT3 activator
Cc1ccc2cc(C#N)c(SCC(=O)NNC(=O)Cc3ccccc3)nc2c1	-0.2	-1.3	0.2	-0.2	2.5	100.2	-17.9	-14.4	1	113.7
CCO[C@@H]1OC(C(=O)NCc2ccccc2)=C[C@H](c2ccccc2)[C@H]1CCCO	-0.2	13.3	11.7	6.8	-4.8	95.1	·	15.1	0.9	·
CCOC(=O)c1ccc(N=Cc2nc(-c3ccccc3)oc2OC(C)=O)cc1	0.7	19.2	1.0	3.3	0.6	97.1	7.5	17.1	0.8	93.7
CN1C(=O)C2(C(C#N)=C(N)Oc3c2oc(CO)cc3=O)c2ccccc21 (centres undefined)	-0.5	7.9	0.2	-1.3	-2.4	101.2	9.5	3.9	0.9	94.4
COC(=O)/C(=C\c1cc(OC)c(OC)c(OC)c1)c1nc2ccccc2[nH]1	0.0	6.0	4.2	16.8	-26.8	84.4	13.3	-19.6	0.9	89.2
Cn1cc([N+](=O)[O-])c(C(=O)Nc2ccc(C(=O)N3CCCCC3)cc2)n1	-0.3	4.8	1.0	5.3	4.9	95.2	19.7	20.9	1	85.5
N#CC(C(=O)NC1CCCCC1)c1nc2ccccc2nc1N1CCN(c2ccccc2F)CC1 (centres undefined)	-0.2	10.5	4.4	-1.3	-2.6	101.2	7.9	-9.9	0.9	97.6
CCN1CCCC1CNC(=O)C(=O)Nc1ccccc1OC (centres undefined)	-0.3	2.3	6.3	7.8	-5.8	92.9	-0.5	-6.4	1	100.7
COc1ccc(NC(=O)c2ccccc2SC)c(OC)c1	0.1	0.9	3.2	-11.0	6.2	106.9	30.2	-1.6	1	78.4
COc1ccc(C(=O)OCCN2CCCCC2)cc1	-0.2	-1.0	2.1	-20.7	-10.7	116.8	-5.6	2.3	1	110.8

Profiles as entered above. Order of screens: Hsp70 act	Diaphorase inh	G6PDH counter	STAT1 inh	TLR4-MyD88 BLA	STAT1 act	STAT3 inh	APP transl inh	Diaph act CS	STAT3 activator
Results for CCOC(=O)c1ccc(N=Cc2nc(-c3ccccc3)oc2OC(C)=O)cc1 : 0.7	19.2	1.0	3.3	0.6	97.1	7.5	17.1	0.8	93.7
Results for N#CC(C(=O)NC1CCCCC1)c1nc2ccccc2nc1N1CCN(c2ccccc2F)CC1 (centres undefined) : -0.2	10.5	4.4	-1.3	-2.6	101.2	7.9	-9.9	0.9	97.6
Results for Cc1ccc2cc(C#N)c(SCC(=O)NNC(=O)Cc3ccccc3)nc2c1 : -0.2	-1.3	0.2	-0.2	2.5	100.2	-17.9	-14.4	1	113.7

(more compounds)
SMILES	Hsp70 act	Diaphorase inh	G6PDH counter	STAT1 inh	TLR4-MyD88 BLA	STAT1 act	STAT3 inh	APP transl inh	Diaph act CS	STAT3 activator
NC(=O)c1c(NC(=O)CN2CCCC2)sc2c1CCCC2	0.2	16.1	14.9	-10.8	4.0	110.0	2.6	-2.9	0.8	97.4
COc1cccc(/C=N/NC(=O)CSc2ccccc2C)c1O	-0.4	16.2	-10.4	0.8	7.9	99.2	3.5	16.0	0.8	100.0
COc1ccc(CNC(=O)C2CCCN(S(=O)(=O)c3c(C)nn(C)c3C)C2)cc1 (centres undefined)	-0.4	26.7	-5.0	4.8	-6.5	95.7	17.3	-4.9	0.7	92.5
N#CCOC(=O)C1CSC2(c3ccc(Br)cc3)CCC(=O)N12 (centres undefined)	-0.2	6.6	3.1	-1.5	-10.9	103.1	-2.5	-7.3	0.9	106.5
Cc1ccc2nc(S(=O)(=O)O)[nH]c2c1	0.0	10.7	6.5	-6.3	18.3	107.2	-1.6	-15.6	0.9	107.1
CCn1c2ccccc2c2cc(NC(=O)CSc3nccc(=O)[nH]3)ccc21	0.1	7.9	1.3	-0.9	-15.3	100.3	-3.8	-3.1	0.9	105.0
CCN(CC)C(=S)Nc1ccc(C(=O)OC)cc1	-0.2	6.0	13.6	-11.9	-23.0	109.1	5.6	-33.7	0.9	101.3
Cn1cc(CN2CCC(C(=O)N3CCCCC3)CC2)c(-c2ccccc2F)n1	0.3	-13.0	15.0	-0.7	6.5	99.8	9.8	-7.7	1.1	101.5
O=S(=O)(CC(CN1CCOCC1)N1CCOCC1)c1ccccc1 (centres undefined)	0.2	8.0	6.7	9.9	-5.7	90.2	8.0	-17.4	0.9	99.1
N=C1/C(=C/c2cccs2)C(=O)N=C2SN=C(SCc3ccccc3)N12	0.3	14.5	4.3	16.7	-6.5	84.8	5.3	2.2	0.9	96.1
CN(C)C(CNC(=O)Cc1cccc(C(F)(F)F)c1)c1ccco1 (centres undefined)	-0.2	1.7	3.1	12.3	4.0	88.3	11.1	-17.7	1	94.4
COc1cc2c(cc1OC)CN(C(=S)Nc1ccc(C)cc1C)CC2	0.3	12.1	-8.2	1.8	-4.5	98.4	9.1	-6.3	0.9	94.2
O=C(NCc1ccco1)C1CC(c2ccc(Cl)cc2)=NO1 (centres undefined)	0.1	-3.4	6.8	-10.7	-1.8	108.0	-2.4	2.3	1	104.1
Cc1noc(N)c1C(=O)Nc1ccc(F)c(Cl)c1	-0.1	13.3	-0.6	1.9	-2.0	98.3	17.8	14.3	0.9	87.8
Oc1ccc(CNc2ccc(F)cc2)c2cccnc12	-0.1	76.8*	25.7	-2.5	-0.3	102.3	-9.2	3.5	0.2	109.6
Cc1ccsc1C(=O)OCC(=O)N1CCOCC1	0.1	13.4	7.6	-5.5	-18.8	104.0	2.5	14.0	0.9	103.3
CCC(C)(C)n1nnnc1C(c1cc2cc(C)cc(C)c2[nH]c1=O)N1CCN(Cc2ccc3c(c2)OCO3)CC1 (centres undefined)	-0.4	21.9	-0.1	-7.0	-7.4	106.4	10.2	-19.3	0.8	97.0
CCOC(=O)C1=C(C)NC(=O)NC1c1cc(C)sc1C (centres undefined)	-0.5	14.4	-0.5	0.6	-14.0	99.5	3.1	-23.9	0.9	99.6
CCOc1ccc(-c2nn[nH]n2)cc1	-0.4	-1.9	3.4	0.4	3.9	99.6	-4.6	-7.0	1	109.0
COc1ccccc1NC(=O)NC1(C(=O)N2CCCCCC2)CCCCC1	-0.2	-3.7	0.6	0.1	-2.4	101.9	3.6	8.3	1	98.2

The final 3 entries of the part before are carried over, then new ones follow:
SMILES	Hsp70 act	Diaphorase inh	G6PDH counter	STAT1 inh	TLR4-MyD88 BLA	STAT1 act	STAT3 inh	APP transl inh	Diaph act CS	STAT3 activator
CCOC(=O)C1=C(C)NC(=O)NC1c1cc(C)sc1C (centres undefined)	-0.5	14.4	-0.5	0.6	-14.0	99.5	3.1	-23.9	0.9	99.6
CCOc1ccc(-c2nn[nH]n2)cc1	-0.4	-1.9	3.4	0.4	3.9	99.6	-4.6	-7.0	1	109.0
COc1ccccc1NC(=O)NC1(C(=O)N2CCCCCC2)CCCCC1	-0.2	-3.7	0.6	0.1	-2.4	101.9	3.6	8.3	1	98.2
CC(C)=C1C2CC2C2C(C(=O)O)C12 (centres undefined)	-0.2	4.6	3.1	6.4	-5.9	94.2	11.5	-31.2	1	98.6
CN(Cc1ccccc1)C(=O)c1ccco1	-0.3	·	-0.3	-3.0	8.5	101.0	-1.8	-0.5	·	103.6
CC(NC(=O)Cn1c(NCCO)nc2ccccc21)C1CC2CCC1C2 (centres undefined)	0.2	-6.1	0.2	-38.8	4.9	133.5*	3.3	-1.4	1.1	100.3
Cn1c(=Nc2ccc(N3CCOCC3)cc2)ccc2ccccc21	-0.5	14.7	0.3	4.2	4.7	96.2	5.3	-0.1	0.9	104.1
CCc1nnc(NC(=O)CN2CCN(C3CCCCC3)CC2)s1	-0.4	-1.7	7.4	7.1	6.9	90.3	1.7	6.0	1	98.6
CC1CCN(c2ncnc3c2cnn3Cc2ccc(Cl)cc2)CC1	-0.3	16.7	6.2	4.5	-4.6	95.9	10.0	9.7	0.8	95.9
C=CCOc1c(Br)cc(CNc2ccc(NC(=O)C(C)C)c(OC)c2)cc1OC	0.0	45.4	43.7	2.8	-3.2	97.5	17.0	-2.3	0.5	95.0
CCN(CC1COc2ccccc2O1)C(=S)Nc1ccccc1 (centres undefined)	-0.2	16.0	2.5	18.6	-11.0	83.4	20.9	-0.6	0.8	86.9
CCc1ccc(N2C(=O)CN(Cc3cc(OC)c(OC)c(OC)c3)C2=S)cc1	-0.3	15.7	10.3	12.2	-13.0	88.9	-0.5	6.5	0.8	100.0
C=CCc1ccc(OCCOCCOc2cccc3ccc(C)nc23)c(OC)c1	0.1	23.1	0.0	-0.9	2.2	100.8	12.3	0.3	0.8	94.9
O=C(CSCc1ccc(F)cc1)Nc1ccc(F)cc1	-0.3	18.9	12.5	1.8	-3.7	100.6	-1.3	-6.2	0.8	99.0

Three compounds drawn at random from the list so far, as already listed:
SMILES	Hsp70 act	Diaphorase inh	G6PDH counter	STAT1 inh	TLR4-MyD88 BLA	STAT1 act	STAT3 inh	APP transl inh	Diaph act CS	STAT3 activator
CCN(CC1COc2ccccc2O1)C(=S)Nc1ccccc1 (centres undefined)	-0.2	16.0	2.5	18.6	-11.0	83.4	20.9	-0.6	0.8	86.9
O=C(CSCc1ccc(F)cc1)Nc1ccc(F)cc1	-0.3	18.9	12.5	1.8	-3.7	100.6	-1.3	-6.2	0.8	99.0
CC(NC(=O)Cn1c(NCCO)nc2ccccc21)C1CC2CCC1C2 (centres undefined)	0.2	-6.1	0.2	-38.8	4.9	133.5*	3.3	-1.4	1.1	100.3
